Source: PubChem BioAssay
RXFP1 ag: qHTS Assay for Agonists of the Relaxin Receptor RXFP1 | AID 2676, 2010 | HEK293T-RXFP1 cAMP TR-FRET, 30 min; response scale: percent of porcine relaxin response, buffer zero | Relaxin receptor 1 (Homo sapiens), Q9HBX9 | Potency, µM (top dose mostly 57.5 µM), for the others: top-dose activation, hits mostly activators | 370,000 tested, 0.3% active; also: potency is read from the fitted curve at half-maximal effect; % is scaled to controls: 0 for no effect and ±100 for the full control effect; nearly all actives have a fitted effect of over 60% in size; many of its hits are not listed in these tables
Target sequence (Q9HBX9 whole entry, looked up): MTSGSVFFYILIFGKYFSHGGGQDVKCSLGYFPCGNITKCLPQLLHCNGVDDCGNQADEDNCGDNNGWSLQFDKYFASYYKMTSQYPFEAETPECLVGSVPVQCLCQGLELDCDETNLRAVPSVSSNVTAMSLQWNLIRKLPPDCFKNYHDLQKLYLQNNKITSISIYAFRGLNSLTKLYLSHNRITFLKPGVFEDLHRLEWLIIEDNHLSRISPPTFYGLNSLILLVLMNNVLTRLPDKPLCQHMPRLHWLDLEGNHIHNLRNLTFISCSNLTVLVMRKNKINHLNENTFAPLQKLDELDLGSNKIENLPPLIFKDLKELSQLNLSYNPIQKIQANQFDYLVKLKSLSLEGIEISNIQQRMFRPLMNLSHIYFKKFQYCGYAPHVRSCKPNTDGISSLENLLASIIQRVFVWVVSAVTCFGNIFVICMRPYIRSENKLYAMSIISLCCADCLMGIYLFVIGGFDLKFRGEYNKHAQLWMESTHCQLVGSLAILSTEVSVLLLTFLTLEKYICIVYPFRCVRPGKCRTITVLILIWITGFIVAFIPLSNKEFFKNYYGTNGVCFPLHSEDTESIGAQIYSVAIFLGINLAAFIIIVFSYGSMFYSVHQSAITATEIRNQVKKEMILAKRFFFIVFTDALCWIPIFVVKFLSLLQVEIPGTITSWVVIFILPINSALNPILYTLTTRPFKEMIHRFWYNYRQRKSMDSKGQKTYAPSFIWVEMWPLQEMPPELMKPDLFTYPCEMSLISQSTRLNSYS
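cAMP rise read by TR-FRET after 30 min, 37C compound exposure (up to 58 uM) in RXFP1-transfected HEK293 cells with Ro 20174 present. EC50 from Hill-equation fits, with 29 nM porcine relaxin as 100% and buffer as basal.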
Vif-APOBEC3F blk: qHTS for Inhibitors of Vif-A3F Interactions: qHTS; Potency, µM (doses to about 46.1 µM), for the others: top-dose activity, negative = active; 390,000 tested, 0.2% active; HeLa A3F-eYFP + Vif (tagged APOBEC3F with the HIV-1 protein that degrades it), YFP fluorescence increase; AID 602313, 2012; also: potency is read from the fitted curve at half-maximal effect; % of control where 0% means no effect; nearly all actives have a fitted effect of over 65% in size
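Fluorescence increase (Ex 488/Em 500-530) after overnight compound treatment at 37 deg C flags inhibition of Vif-driven A3F-eYFP loss in stable HeLa A3F-eYFP/Vif cells seeded overnight beforehand.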
Vif-APOBEC3G blk: qHTS for Inhibitors of Vif-A3G Interactions: qHTS; 410,000 tested, 0.076% active; DNA dC->dU-editing enzyme APOBEC-3G (Homo sapiens), Q9HC16; Potency, µM (highest dose often 46.1 µM), for the others: top-dose activity, negative = active, hits mostly inhibitors; AID 602310, 2012; HeLa A3G-eYFP + Vif (tagged APOBEC3G with the HIV-1 protein that degrades it), YFP fluorescence, overnight;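 also: potency is read from the fitted curve at half-maximal effect; % is scaled to controls: 0 for no effect and ±100 for the full control effect; nearly all actives have a fitted effect of over 60% in size; hits raise eYFP signal because A3G escapes Vif-driven loss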
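Read-out is eYFP fluorescence (Ex 488/Em 500-530) from Vif-expressing HeLa A3G-eYFP cells; more signal means A3G escaped Vif-mediated degradation. Cells plated overnight, compound pinned in, incubated overnight at 37 deg C.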
GRP78 ERSR act: qHTS for Inducers of the Endoplasmic Reticulum Stress Response (ERSR) in Human Glioma: qHTS; U87-MG GRP78 promoter luciferase reporter, 16 h; Potency, µM, for the others: top-dose activation, usual class: activators; 420,000 tested, 0.02% active; AID 602332, 2012; also: potency is read from the fitted curve at half-maximal effect; series mostly up to about 76 µM; % of control where 0% means no effect; nearly all actives have a fitted effect of over 35% in size
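Stably transfected U87-MG glioma cells carrying a GRP78-based luciferase sensor; 16 h compound incubation. Luminescence end-point read 10 min after Bright-Glo addition at room temperature.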
LDHA block: qHTS assay for inhibitors of human lactate dehydrogenase; L-lactate dehydrogenase A chain (Homo sapiens), P00338; purified LDHA, NADH/diaphorase-resazurin fluorescence; stronger effect = lower value; activity change, % (values are at about 110 or 230 µM); 480,000 tested, 0.15% active; AID 1347041, 2019; in the data active = activity change below about -30%; inconclusive = mostly about -25% to -30%;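 also: plate controls were DMSO wells for no effect and wells without enzyme for full effect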
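Human LDH5 at 2 nM final in Tris HCl pH 7.4 with 0.06 mM NADH and 0.2 mM pyruvate, reacted 5 minutes at room temperature. Remaining NADH coupled via diaphorase/resazurin; resorufin fluorescence read at 0 and 20 minutes, normalized to enzyme-free and DMSO wells.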
TrxR1 substrate: qHTS Assay for Substrates of Mammalian Selenoprotein Thioredoxin Reductase 1 (TrxR1): qHTS. purified TrxR1 substrate turnover, NADPH consumption readout. AID 588456, 2011. 390,000 tested, 0.01% active. Potency, µM (top dose mostly 114 µM), for inactives: at the highest dose activity change, negative = substrate turnover; also: potency is read from the fitted curve at half-maximal effect; % is scaled to controls: 0 for no effect and ±100 for the full control effect; nearly all actives have a fitted effect of over 50% in size
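Rat TrxR1, dispensed at 90 nM, was prereduced with 400 uM NADPH (final) for 5 min at ~22 deg C, then incubated with compound 15 min before 400 uM selenite. A first-read NADPH fluorescence drop versus no-compound background flagged substrates.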
USP1-UAF1 inh: Inhibitors of USP1/UAF1: Primary Screen | Potency, µM (doses to about 57.1 µM), for inactives: at the highest dose activity change, negative = inhibition, hits mostly inhibitors | recombinant USP1/UAF1, Ub-Rhodamine cleavage fluorescence | AID 743255, 2014 | Ubiquitin carboxyl-terminal hydrolase 1 (Homo sapiens), O94782 | 390,000 tested, 0.23% active; also: potency is read from the fitted curve at half-maximal effect; % is scaled to controls: 0 for no effect and ±100 for the full control effect; nearly all actives have a fitted effect of over 60% in size; inactives centre near -12
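USP1/UAF1 complex at 1 nM was preincubated with compound for 15 min at room temperature, then Ub-Rho substrate (150nM final) was added. Fluorescence (480/540 nm) was read kinetically, 6 reads every 60 seconds.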
PI4K2A inh: qHTS for small molecular inhibitors of PI4K2A. 420,000 tested, 0.13% active. purified PI4K2A, ADP-Glo luminescence, 1 h; stronger effect = lower value. activity change, negative = inhibition, % at 76.9 µM. AID 1346378, 2018. Phosphatidylinositol 4-kinase type 2-alpha (Homo sapiens), Q9BTU6; in the data active = activity change below about -50%; inconclusive = mostly about -30% to -49%;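 also: -100% = wells without enzyme as full effect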
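PI4K2A activity was measured by ADP-Glo luminescence: enzyme (4 ug/mL stock) and phosphatidylinositol (1.2 mM stock) in Tris pH 7.5/MgCl2/EGTA/Triton X-100 buffer were reacted with ATP (300 microM stock) for one hour at ambient temperature.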
IDH1 R132H inh: qHTS for Inhibitors of mutant isocitrate dehydrogenase 1 (IDH1): qHTS | Isocitrate dehydrogenase [NADP] cytoplasmic (Homo sapiens), O75874 | IDH1-R132H enzyme, NADPH consumption, diaphorase/resazurin fluorescence | Potency, µM (highest dose often 76.6 µM), without a hit: at the highest dose activity change, negative = inhibition, actives largely listed as inhibitors | 390,000 tested, 0.093% active | AID 602179, 2012; also: potency is read from the fitted curve at half-maximal effect; % is scaled to controls: 0 for no effect and ±100 for the full control effect; nearly all actives have a fitted effect of over 65% in size
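IDH1-R132H (0.5 ug/mL dispensed) in pH 7.5 Tris buffer was preincubated 30 min with compound, then given a substrate mix of 0.016 mM NADPH and 2 mM alpha-KG for 80 min at room temperature; remaining NADPH was read by diaphorase/resazurin fluorescence.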
* = called active by the depositor; ? = inconclusive; · = not tested or not shown; & = joins results of further samples; [ ] = dose if it differs, or a comment. Unless noted, calls follow the shape of the dose curve; as a rule, active = well fitted curve in the direction sought with a large enough effect; inconclusive = small, poorly fitted or top-dose-only effect, or another doubt; inactive = no such curve, though single readings can be large; an effect the other way counts as inactive or inconclusive.

SMILES	RXFP1 ag	Vif-APOBEC3F blk	Vif-APOBEC3G blk	GRP78 ERSR act	LDHA block	TrxR1 substrate	USP1-UAF1 inh	PI4K2A inh	IDH1 R132H inh
CC(=O)N(C(C)=O)S(=O)(=O)c1ccc(N=NN2CCOCC2)cc1	3.3%	0%	5%	-5%	-6	-11%	-17%	1	-2%
CCCS(=O)(=O)NC(=O)C1(C)CCN(C(=O)c2nc(C)oc2C)C1 (configuration not stated)	·	·	-2%	-3%	-5	·	·	3	·
Cc1ccc(S(=O)(=O)N2CCOCC2)cc1C(=O)NCc1cccs1	6.2%	-11%	1%	-2%	-3	2%[57.1 µM]	-9%	0	5%
CCOc1ccc2nc(N3C(=O)C(O)=C(C(=O)c4ccco4)C3c3ccco3)sc2c1 (configuration not stated)	10%	3%	-3%	0%	-15	-8%	-18%	-6	0%
CC1CN(C)C(C)CC1NCc1ccc2c(c1)OCO2 (configuration not stated)	1.1%	-1%	1%	-6%	-3	-7%	-16%	-3	2%
O=C(CCn1c(=O)oc2cc(Cl)ccc21)Nc1ccc(O)cc1	3.6%	-3%	-4%	-7%	-1	-11%[57.1 µM]	-11%	5	6%
Cc1ccc(NC(=O)c2nnn(-c3ccc4c(c3)OCCO4)c2N)cc1	-0.4%	12%	3%	0%	-5	0%[57.1 µM]	-20%	0	8%
O=C(NC1CCCC1)C1CCN(c2nccs2)CC1	-3.5%	-4%	0%	-3%	0	-7%[57.1 µM]	-22%	-2	7%
CCOC(=O)c1ccc(NC(=O)Cn2cc(C(=O)C3CC3)c3ccccc32)cc1	1.3%	5%	0%	-5%	-22	2%	1%	0	-11%
CC(C)Oc1ccccc1OCCN(C)C	0.0%	-7%	5%	-4%	-16	10%	-17%	1	-1%
COc1ccccc1CNS(=O)(=O)c1ccc(-c2cc(C(F)(F)F)on2)s1	-0.5%	-2%	3%	-2%	6	-13%[57.1 µM]	?	1	11%
O=C(CC1CC2CCC1C2)N1CCN(S(=O)(=O)c2ccc(C(F)(F)F)cc2)CC1 (configuration not stated)	·	-1%	1%	-6%	-13	·	-25%	4	1%

Four compounds from above, sorted by count of non-hydrogen atoms, ascending:
SMILES	RXFP1 ag	Vif-APOBEC3F blk	Vif-APOBEC3G blk	GRP78 ERSR act	LDHA block	TrxR1 substrate	USP1-UAF1 inh	PI4K2A inh	IDH1 R132H inh
CC(C)Oc1ccccc1OCCN(C)C	0.0%	-7%	5%	-4%	-16	10%	-17%	1	-1%
O=C(CCn1c(=O)oc2cc(Cl)ccc21)Nc1ccc(O)cc1	3.6%	-3%	-4%	-7%	-1	-11%[57.1 µM]	-11%	5	6%
CC(=O)N(C(C)=O)S(=O)(=O)c1ccc(N=NN2CCOCC2)cc1	3.3%	0%	5%	-5%	-6	-11%	-17%	1	-2%
Cc1ccc(NC(=O)c2nnn(-c3ccc4c(c3)OCCO4)c2N)cc1	-0.4%	12%	3%	0%	-5	0%[57.1 µM]	-20%	0	8%

Next entries:
SMILES	RXFP1 ag	Vif-APOBEC3F blk	Vif-APOBEC3G blk	GRP78 ERSR act	LDHA block	TrxR1 substrate	USP1-UAF1 inh	PI4K2A inh	IDH1 R132H inh
CCCC(=O)N1CCC1(C)C(=O)NS(=O)(=O)c1ccc(OC)cc1 (configuration not stated)	·	·	-4%	-6%	-18	·	·	1	·
COc1ccc(-c2ccc(-c3noc(-c4ccccc4)n3)c(OC)n2)cc1	17%	-1%	1%	1%	4	307%[activator]	?	6	4%
NC(=O)C1CCN(C(=O)c2cccc(CN3C(=O)c4ccccc4C3=O)c2)CC1	1.9%	8%	0%	-3%	-8	-10%	-10%	8	2%
CCN1CCN(CC(=O)Nc2cccc(C)c2)C(=O)C1=O	·	-2%	2%	-3%	-2	5%	-10%	?	11%
CC(C)NS(=O)(=O)c1ccc(OCC(=O)NCc2ccco2)cc1	-0.2%	-1%	0%	-1%	-5	-3%	-3%	3	-1%
COc1ccc(/C=C/C(=O)NC2=NCCS2)cc1OC	3.2%	6%	4%	1%	-2	22%	-18%	2	-6%
Cn1cc([N+](=O)[O-])c(C(=O)N/N=C/c2ccccc2)n1	-1.7%	0%	1%	-1%	1	-2%	-10%	1	1%
CCN1C(C)=C(C)S/C1=C1\SC(=S)N(N)C1=O	-2.6%	-13%	-4%	2%	-7	-2%[57.1 µM]	?	2	1%
CCOC(=O)CSc1nncc2ccc(OC)c(OC)c12	4.5%	-7%	1%	-7%	4	3%	-4%	-1	5%
COc1cccc(-c2nc(CS(=O)(=O)CC(=O)N3CCc4ccccc4C3)c(C)o2)c1	0.4%	-10%	3%	-3%	-6	4%[57.1 µM]	-10%	-2	-2%
c1ccc(SSc2ccccn2)nc1	·	-5%	-2%	-6%	-8	3%[11.4 µM]	6%	-7	-5%
O=C(NCc1cccc(Cl)c1)c1cnn2c1NC(c1ccco1)CC2C(F)(F)F (configuration not stated)	2.6%	-4%	1%	-4%	2	-6%[57.1 µM]	-16%	-3	1%
O=C(Oc1c(Cl)cc(Cl)c2cccnc12)N1CCCCC1	4.2%	-4%	-7%	2%	-9	-5%	-8%	-10	7%
CCOP(=O)(OCC)c1nc(-c2ccc(C)cc2)oc1N1CCOCC1	·	-8%	-7%	-3%	9&-10	373%[activator]	0%	7	3%
CCC(CC)c1nnc(NC(=O)CN2C(=O)c3ccccc3C2=O)s1	-0.2%	2%	3%	-3%	-1	1%	-6%	-2	-3%
Cc1ccc(S(=O)(=O)c2cn(CC(=O)Nc3cccc(Cl)c3)c3ccccc3c2=O)cc1	0.6%	-1%	2%	-2%	-2	-6%	-26%	0	-5%
Oc1c(Br)cc(Cl)cc1C=Nc1ccccc1Br	5.2%	0%	-1%	-4%	0	6%[57.1 µM]	-25%	-3	6%
Cn1c(SCC(=O)c2ccccc2)nnc1C1COc2ccccc2O1 (configuration not stated)	0.8%	-1%	5%	1%	-1	7%	-13%	-4	7%
Cc1cc(C)c(S(=O)(=O)Nc2ccc(-c3ccc(N4CCCCCC4)nn3)cc2)c(C)c1	-0.7%	3%	0%	0%	0	-10%[57.1 µM]	-25%	-3	-11%
COC(=O)C1=C(c2ccc(OC)cc2)OC(=O)C1(C)C	-0.6%	4%	2%	-5%	-3	6%[57.1 µM]	12%	1	2%
CCC(C)Nc1nc(Cl)nc(N(C#N)CN2C(=O)c3ccccc3S2(=O)=O)n1 (configuration not stated)	-1.7%	-34%	0%	-6%	-4	2%	-6%	0	3%
COc1ccc(Nc2nnc(-c3ccc(N4CCOCC4)c([N+](=O)[O-])c3)c3ccccc23)cc1	-0.1%	-6%	0%	-2%	-1	-4%	-9%	-3	1%
Cc1noc(C)c1COc1ccccc1C(=O)NCc1ccco1	-0.2%	11%	0%	-3%	-3	-2%	-12%	1	2%
COC(=O)Nc1nc2ccc(SC(C)C)cc2[nH]1	1.6%	?	?	3%&-1%	-4	-3%	12%	3	8%
Cc1ccc(S(=O)(=O)N2CCC(C(=O)N3CCN(Cc4ccccc4)CC3)CC2)cc1	0.8%	2%	2%	-6%	-6	0%[57.1 µM]	0%	7	-3%
Cc1nnc(NC(=O)CSc2nnc(CC(=O)Nc3ccccc3Cl)n2C)s1	1.2%	-1%	-1%	-1%	-10	5%[57.1 µM]	-18%	5	14%
Nc1ncc(Br)cc1S(=O)(=O)Nc1cc(C(F)(F)F)cc(C(F)(F)F)c1	2.0%	2%	-15%	-9%	-9	-14%	-22%	-5	-4%
Cc1ccc(CNS(=O)(=O)CCNC(=O)c2ccc3c(c2)OCO3)cc1	0.5%	1%	1%	0%	-5	1%	0%	4	8%
COc1ccc(CN2CCCN(CC(=O)Nc3cc(C)ccc3C)S2(=O)=O)cc1	4.3%	-7%	5%	-3%	0	4%[57.1 µM]	-7%	-1	-6%
COCCN(C(=O)CNC(=O)c1ccco1)C(C(=O)NC1CCCC1)c1cccs1 (configuration not stated)	0.3%	-3%	1%	0%	2	-3%	-9%	4	1%
CN(C)CCOC(=O)c1sc2ccccc2c1Cl	23%	9%	1%	4%	2	-2%	-8%	1	11%
O=C(NC(=S)Nc1ccccc1Br)C1CCC1	0.1%	-25%	0%	4%	-3	2%	-18%	-1	18%
CCC1CN(C(=O)N2CCC(C(=O)Nc3ccccc3F)CC2)c2ccccc2O1 (configuration not stated)	1.4%&-1.1%	5%&-2%	0%&-4%	-3%&-2%	-4&-3	-3%&-1%	-3%&-8%	0&-2	-1%&-2%

Not all compounds are listed. The share of hits here may be higher or lower than overall.
